# Lipid storage S3 = qHTS Assay for Lipid Storage Modulators in Drosophila S3 Cells. Drosophila S3 cells, BODIPY lipid droplet fluorescence, 18-24 h; cells fed with added oleic acid. lipid storage change, negative = inhibition, % at the top dose, mostly 46.1 µM; hits show Potency in µM. actives 0.64% (n = 320,000); active means well fitted inhibition curve with a large enough effect in the signal ratio, with a control signal flat, not every such curve was filed as active; inconclusive means small, poorly fitted or top-dose-only effect, or effect the other way, or a change in a side signal; the % refers to the signal ratio
#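 Drosophila S3 cells got compounds at several concentrations plus oleic acid (400 uM solution). Laser-scanning cytometry with 488 nm excitation read lipid droplets at 500-530 nm and cells at 575-640 nm. Percent activity was relative to 20 uM Triacsin C.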
# Lipid storage S3 cell count max = further read-out of Lipid storage S3, marked with its call; cell number change, %; measured here: cell count max response;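 cells counted by Cell Tracker Red CMTPX staining in the red channel; peak over a dose series mostly up to 46.1 µM; percent activity relative to internal control wells on each plate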
# Active calls of the source: *; i = inactive; ? = inconclusive; · = not tested or not shown. On the % scale 0 is the no-effect control and ±100 the full control effect; potency means the concentration at half of the fitted maximal effect.
# Each structure is followed by: Lipid storage S3, Lipid storage S3 cell count max
COc1ccc(CCNC(=O)c2ccc3c(=O)n(Cc4ccco4)c(=S)[nH]c3c2)cc1OC
 : ?, ·
CC(C)(C)NC(=O)NC(=O)COC(=O)CNS(=O)(=O)c1ccc(Br)cc1Cl
 : ?, ·
O=C(NC1CCSC1=O)c1cccc(Cl)c1 (centres undefined)
 : ?, ·
Fc1ccccc1COc1ccccc1/C=N/Nc1nc(N2CCCC2)nc(N2CCCC2)n1
 : ?, ·
CC(=O)c1ccc(OCC(=O)Nc2ccccc2N2CCCC2)cc1
 : -11.1%, -18.0
COc1ccc(NC(=O)CCNC(=O)c2ccco2)cc1OC
 : -11.3%, -17.1
CCOC(=O)Cc1csc(NC(=O)CSc2nnnn2-c2ccc(C)c(C)c2)n1
 : -14.9%, -13.2
CCCCCCC1C(C#N)=C(N)OC2=C1C(=O)CC(C)(C)C2 (centres undefined)
 : ?, ·
CCOc1ccc2sc(NS(=O)(=O)c3ccc(N)cc3)nc2c1
 : -9.3%, 11.9
O=S(=O)(Cc1ccc(Cl)cc1)N1CCN(Cc2ccccc2)CC1
 : ?, ·

# Nothing new here: an excerpt of the list.
# Each structure is followed by: Lipid storage S3, Lipid storage S3 cell count max
CCCCCCC1C(C#N)=C(N)OC2=C1C(=O)CC(C)(C)C2 (centres undefined)
 : ?, ·
CCOc1ccc2sc(NS(=O)(=O)c3ccc(N)cc3)nc2c1
 : -9.3%, 11.9
O=S(=O)(Cc1ccc(Cl)cc1)N1CCN(Cc2ccccc2)CC1
 : ?, ·

# (listing goes on)
# Each structure is followed by: Lipid storage S3, Lipid storage S3 cell count max
CC(OC(=O)c1cccc(S(=O)(=O)N2CCCC2)c1)C(=O)NC1CCCCC1C (centres undefined)
 : 15.9%, 13.8
CCCC(=O)OCCNc1cc(SCc2ccco2)c2nonc2c1[N+](=O)[O-]
 : ?, ·
Nc1ccc2oc(CCc3ccccc3)nc2c1
 : ?, ·
CC(NC(=O)C1CCC(CNc2c(N3CCOCC3)c(=O)c2=O)CC1)c1ccccc1 (centres undefined)
 : ?, ·
Cc1ccc(OCCCCc2c(C)n[nH]c2C)cc1
 : ?, ·
CCCOc1ccc(/C(O)=C2/C(=O)C(=O)N(c3ccccn3)C2c2ccc(OC)cc2)cc1C (centres undefined)
 : ?, ·
C#CC1(NC(=O)N(C)C)CCCCC1
 : -3.5%, 5.2
C/C(=C\C(=O)c1ccc(Br)cc1)NCc1ccccc1
 : ?, ·
CC(C)(C)c1ccc(-c2n[nH]c(=S)n2C2CCCC2)cc1
 : ?, ·
CCOC(=O)C1CCN(Cc2cc(=O)oc3cc(C)c(Cl)cc23)CC1
 : -3.2%, -1.4
CCN(CC(=O)Nc1cc(Cl)ccc1C)C(=O)Cc1sc(C)nc1-c1ccc(F)cc1
 : ?, ·
CCOC(=O)CSC1=N/C(=C\c2cc(OC)c(OC)c(OC)c2)C(=O)N1C
 : ?, ·
CC(C)(C)CNc1cc(N2CCOCC2)ccc1[N+](=O)[O-]
 : ?, ·
Cc1cc(SC(C)C(=O)Nc2c(C)n(C)n(-c3ccccc3)c2=O)nc2ccccc12 (centres undefined)
 : -14.6%, -14.4
CC(C)CC(=O)Nc1cc(NC(=O)CC(C)C)cc(C(=O)NC(C)(C)C)c1
 : ?, ·
CCC(C)(C)n1nnnc1C(c1ccc(C)cc1)N1CCC(C)CC1 (centres undefined)
 : ?, ·
Cn1cccc1Cc1nnc(SCC(=O)NC2CCCCC2)n1CCc1ccccc1
 : 15.1%, 0.2
O=C(Cn1nc(Cc2ccncc2)c2ccccc2c1=O)N1CCN(C(=O)c2ccco2)CC1
 : -0.7%, 4.9
COCCOC1CCN(C(=O)c2cc(COc3ccc(F)cc3F)on2)CC1
 : i, 20.5
COc1ccc(/C=N/NC(=O)c2cc(-c3ccc4c(c3)OCO4)n[nH]2)cc1OC
 : -18.0%, -17.8
Cc1cc(C(=O)COC(=O)CC2Sc3ccccc3NC2=O)c(C)n1-c1ccccc1 (centres undefined)
 : 26.7%, -12.4
CC(C)(CO)NS(=O)(=O)c1ccc2c(c1)oc(=O)c1cc(S(=O)(=O)NC(C)(C)CO)ccc12
 : ?, ·
CC1CCN(C(=O)c2ccc(-n3cnnn3)cc2)CC1
 : 0.0%, 13.7
CN(C)/C=C1/NC(=S)NC1=O
 : 4.0%, 4.0
COc1ccc2c(/C=N/Nc3ccc(C(=O)O)cc3)c[nH]c2c1
 : -2.0%, 6.5
CC(=O)c1ccc(NC(=O)C(C)N(C)CC(=O)Nc2ccc(N3CCOCC3)cc2)cc1 (centres undefined)
 : 2.2%, -0.6
COc1ccc(C(=O)NCC(c2ccco2)N2CCc3ccccc32)cc1 (centres undefined)
 : ?, ·
CCOC(=O)Cc1csc(NC(=O)CSc2cc(Cl)ccc2Cl)n1
 : ?, ·
O=C(NC(Nc1ccccn1)C(Cl)(Cl)Cl)c1ccccc1 (centres undefined)
 : ?, ·
Cc1ccc(C)c(-n2c(CNc3ccc(F)cc3)nnc2SCC(N)=O)c1
 : 14.0%, -21.8
O=C(O)c1cccc(OS(=O)(=O)c2cc(Br)ccc2Br)c1
 : -5.1%, -2.2
CC1(C)C2CCC1(CS(=O)(=O)Nc1cccc(S(N)(=O)=O)c1)C(=O)C2 (centres undefined)
 : ?, ·
O=C(CNC(=O)c1ccco1)N/N=C/c1ccc(O)cc1O
 : ?, ·
CC1CCCN(CCOCCSc2ccccc2)C1 (centres undefined)
 : -8.2%, -2.7
COc1ccc(-c2nc(CSCC(=O)NC3CCCc4ccccc43)c(C)o2)cc1 (centres undefined)
 : ?, ·
Cc1ccc(-n2c(=S)[nH]c3c(oc4ccccc43)c2=O)cc1
 : -1.4%, -21.7
Cc1ccc(NC(=O)C2CC(=O)Nc3ncnn32)c(C)c1 (centres undefined)
 : 0.9%, -10.9
N#CC1=C(SCC(=O)Nc2ccccc2)NC(=O)CC1c1ccc(O)cc1 (centres undefined)
 : ?, ·
Cc1ccc(-n2cccn2)c(CN2CCCC(C(=O)c3ccc4c(c3)OCO4)C2)c1 (centres undefined)
 : 13.9%, 7.2
CC(=O)Nc1ccc(OCC(=O)NCCc2ccc(Cl)cc2)cc1
 : 7.4%, 0.3
COc1ccc(C(=O)c2coc3ccc(O)c(CN4CCCC4)c23)cc1
 : ?, ·
Cc1cc(C)c(C)c(S(=O)(=O)NCc2ccco2)c1C
 : ?, ·
COc1ccc(NC(=O)CNC(=O)Cn2c(C)cc3ccccc3c2=O)c(OC)c1
 : ?, ·
O=C(Nc1nc(-c2ccc(F)c(F)c2)cs1)C1=COCCO1
 : ?, ·
CCN(CC)c1ccc(NC(=O)CSc2nnc3nc(C)cc(C)n23)cc1
 : -9.5%, -1.5
Nc1c2nc(-c3ccccc3Cl)[nH]c(=O)c2nc(=O)n1-c1ccccc1
 : 10.7%, 5.0
COc1ccc(C(=O)N/N=C/c2ccc(OC)c(CSc3ccccn3)c2)cc1
 : ?, ·
O=C(Nc1cccc(F)c1)C1CC(=O)N(c2ccc(Cl)cc2)C1 (centres undefined)
 : ?, ·
O=C1OC(c2ccccc2)=N/C1=C\C=C\c1ccccc1[N+](=O)[O-]
 : ?, ·
COc1ccccc1CNC(=O)COC(=O)Cc1ccsc1
 : ?, ·

# (list continues)
# Each structure is followed by: Lipid storage S3, Lipid storage S3 cell count max
N#C/C(=C\c1ccccc1)C(=O)OCC(=O)N1CCCC1
 : ?, ·
O=C(Nc1ccc2c(c1)oc1ccccc12)c1ccc2c(c1)OCO2
 : ?, ·
COc1cccc(CN2CCNC(=O)C2CC(=O)NCCN2CCOCC2)c1OC (centres undefined)
 : ?, ·
COc1cc(/C=N/NC(=O)C(=O)NCC2CCCO2)ccc1OCC(=O)N1CCOCC1 (centres undefined)
 : ?, ·
CN(CC(=O)Nc1ccc(N2CCOCC2)cc1)C(=O)CCc1cc(C(C)(C)C)c(O)c(C(C)(C)C)c1
 : 13.0%, -9.8
CCSc1ccccc1C(=O)NCc1ccco1
 : ?, ·
COc1ccc(C2CC(c3ccc([N+](=O)[O-])cc3)=NN2C(C)=O)cc1 (centres undefined)
 : ?, ·
O=C(NCc1ccccc1)C(Cc1ccccc1)NS(=O)(=O)c1cccc2nsnc12 (centres undefined)
 : ?, ·
CCOC(=O)c1oc2ccccc2c1COC(=O)CNC(=O)c1cccc(C)c1
 : -3.7%, 4.0
CCN(CC)S(=O)(=O)c1ccc2c(c1)c(=O)c(C(=O)N1CCc3ccccc3C1)cn2C
 : ?, ·
O=C(NC(NC(=O)c1ccccc1)c1ccccc1)c1ccccc1
 : ?, ·
COc1ccc(Nc2ncnc3sccc23)cc1OC
 : 12.6%, 9.4
CCN(CC)CC(=O)Nn1c(C)nc2c(ncn2-c2ccccc2)c1=O
 : -3.8%, 0.2
Cc1nc2c(cc1C#N)C(=O)c1ccccc1-2
 : ?, ·
CCn1c(CN2CCN(CCO)CC2)nc2ccccc21
 : 24.7%, ·
O=c1c2ccccc2sc2ccc(Cl)cc12
 : 2.7%, -2.2
CC(=O)NC(=O)COC(=O)/C=C/c1c(C)nn(Cc2c(Cl)cccc2Cl)c1Cl
 : i, 2.2
Cc1nonc1CC(=O)N1CCCC(C(=O)c2ccc(Cl)cc2)C1 (centres undefined)
 : -6.5%, 7.6
FC(F)Oc1ccc(NC(=S)Nn2cnnc2)cc1
 : ?, ·
CC(C)CCOc1cccc(OCC(=O)NC2CCS(=O)(=O)C2)c1 (centres undefined)
 : i, -4.1
CCCn1cnnc1CNC(=O)C1CCC(=O)N(CCc2cccc(F)c2)C1 (centres undefined)
 : -23.3%, -16.2
CC(C)Cc1cc(C(=O)Nc2cc(Br)ccc2O)no1
 : ?, ·
CCOC(=O)c1ccc(S(=O)(=O)NNS(=O)(=O)c2ccc(C)cc2)cc1
 : ?, ·
Cc1c2c(nc3ccccc13)CCC(C)C2 (centres undefined)
 : i, ·
CCOc1ccccc1NC(=O)NCc1cccnc1
 : ?, ·
COCCNc1nc2c(c(=O)n(Cc3cccc(Cl)c3)c(=O)n2C)n1C
 : ?, ·
COc1ccc(N/C=C/C(=O)c2ccc3c(c2)OCO3)cc1OC
 : ?, ·
COc1cc(/C=C2/NC(=O)N(Cc3ccccc3F)C2=O)ccc1O
 : 0.5%, -2.4
COc1ccc(CCNC(=O)c2cc(=O)c3ccc(C)cc3o2)cc1OC
 : ?, ·
O=C(c1ccccc1Sc1c(Cl)cccc1[N+](=O)[O-])N1CCOCC1
 : 0.2%, 7.5
Cc1ccccc1-n1c(C)cc(/C=N/Nc2ccc([N+](=O)[O-])cn2)c1C
 : i, 9.7
COc1cccc(OCCCOc2ccccc2C(C)C)c1
 : ?, ·
CN(Cc1ccccc1)C(=O)[C@H]1CCC(=O)N1Cc1ccco1
 : i, -6.1
CN(Cc1c(C(=O)N/N=C/c2ccc(O)cc2)nnn1-c1nonc1N)C1CCCCC1
 : ?, ·
COc1ccc(CCNC(=O)CN2C(=O)COc3ccc(S(=O)(=O)N4CCOCC4)cc32)cc1OC
 : 20.4%, -12.9
CCOc1ncccc1C(=O)Nc1ccc2c(c1)OCO2
 : ?, ·
CN(C(=S)SCc1ccccc1)C1CCS(=O)(=O)C1 (centres undefined)
 : 0.4%, 6.6
COc1ccccc1-c1nnc2sc(COc3ccccc3)nn12
 : ?, ·
COc1ccc(C(=O)NC(=S)NCc2ccco2)cc1OC
 : ?, ·
COC(/C=C/Nc1ccc(Br)cc1)=C(C#N)C#N
 : ?, ·
CCN(CC)S(=O)(=O)c1ccc(O)c(C(=O)OCC(=O)Nc2ccc(OC(F)(F)F)cc2)c1
 : ?, ·
Cc1cccn2cc(CCNS(=O)(=O)c3cccc([N+](=O)[O-])c3)nc12
 : -0.3%, 7.6
CCn1c(SCC(=O)O)nnc1-c1ccccc1
 : ?, ·
CCCn1c2c(c(O)c(C(=O)Nc3ccccn3)c1=O)CCCC2
 : ?, ·
COc1ccccc1-c1sc2ccccc2c1-c1ccc2c(c1)OCCO2
 : ?, ·
O=C(CNC(=O)c1ccco1)NCC(=O)OCc1ccc(Cl)cc1Cl
 : ?, ·
COc1ccc(N2C(=O)CC(N(CCc3ccccc3)C(=O)/C=C/C(=O)O)C2=O)cc1 (centres undefined)
 : ?, ·
COc1ccc(S(=O)(=O)N2CCN(C(=O)[C@H](Cc3ccccc3)NC(=O)c3ccco3)CC2)cc1
 : 7.3%, -3.4
C=CCOc1nc(N2CCCC2)nc(N2CCCC2)n1
 : ?, ·
O=C(NC1CCN(c2ncccn2)CC1)c1c(F)cccc1F
 : ?, ·

# (next part)
# Each structure is followed by: Lipid storage S3, Lipid storage S3 cell count max
COc1cccc(C(=O)CSc2nnc(-c3cccs3)o2)c1
 : 1.0%, -11.7
CC(C)[C@H](NC(=O)N1CC(=O)Nc2ccccc21)C(=O)N[C@@H](Cc1c[nH]c2ccccc12)C(=O)O
 : ?, ·
CCOc1ncccc1C(=O)Nc1ccc(F)cc1
 : 6.8%, -6.8
CC1(C)CC(=O)C2=C(C1)OC(N)=C(C#N)C2CCc1ccccc1 (centres undefined)
 : -2.5%, -10.4
COc1ccc(CCNC(=O)NC2CCCCC2)cc1OC
 : i, ·
COc1ccc(CC2(CO)CCN(Cc3cnn(-c4ccccc4OC)c3)CC2)cc1
 : 18.3%, 0.1
CCOC(=O)C1=C(Nc2cccc(Cl)c2)OCC1=O
 : ?, ·
CC(=O)c1c(C)[nH]c(C(=O)OCC(=O)NCCc2ccc(F)cc2)c1C
 : ?, ·
COc1ccccc1C(=O)Oc1ccc(C(C)C)cc1
 : ?, ·
Cn1c(CNC(=O)c2ccc3c(c2)OCO3)nnc1SCC(=O)Nc1ccc(F)cc1
 : ?, ·

# Screens: PubChem BioAssay, National Center for Advancing Translational Sciences (NCATS)

# These rows are one share of the data. The share of hits here may be higher or lower than overall.
